# GRK2 inh – blocks RNA aptamer binding to human GRK2; P25098; bead flow cytometry, FAM-aptamer displacement from GRK2; inhibition of aptamer binding, % at 10 µM; actives 0.59% (n = 330,000); AID 488847;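 active means inhibition of aptamer binding above 40%, roughly 3 SD of noise, on plates passing a quality check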;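 further: median bead fluorescence of bound FAM aptamer so fluorescent compounds give negative values; no value below 0 was filed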
# Bcl-xL primary – blocks human Bcl-xL binding to Bim BH3 peptide | Q07817 | GST-Bcl-xL / FITC-Bim BH3 peptide fluorescence polarization | inhibition, % at 10.9 µM | AID 2129 | actives 0.7% (n = 320,000);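 active means inhibition above the mean of all tested compounds plus 3 SD, cutoff set per campaign, cut at about 30% in these data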;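 further: 0% = DMSO wells and 100% = unlabeled Bim-BH3 peptide competitor; inhibitors lower millipolarization by displacing the labeled peptide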
# Target sequence (Q07817 whole entry, looked up): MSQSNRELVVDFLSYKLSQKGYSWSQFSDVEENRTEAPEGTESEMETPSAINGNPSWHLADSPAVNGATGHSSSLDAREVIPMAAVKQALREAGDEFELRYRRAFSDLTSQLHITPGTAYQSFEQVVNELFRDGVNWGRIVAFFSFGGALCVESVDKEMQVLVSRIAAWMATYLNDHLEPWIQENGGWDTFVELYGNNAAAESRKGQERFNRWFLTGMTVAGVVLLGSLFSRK
# MCL1-BIM inh – MCL1-BIM-BH3 interaction inhibition (human) | Q07820 | GST-MCL1 / FITC-Bim-BH3 fluorescence polarization | inhibition, % at 10.9 µM | actives 0.68% (n = 320,000) | AID 2057;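 active means inhibition above the mean inhibition of all tested compounds plus 3 SD, set per campaign, cut at about 40% in these data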;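 further: 0% = DMSO wells and 100% = unlabeled Bim-BH3 peptide control; higher means more loss of mP so more displacement of Bim peptide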
# Target sequence (Q07820 whole entry, looked up): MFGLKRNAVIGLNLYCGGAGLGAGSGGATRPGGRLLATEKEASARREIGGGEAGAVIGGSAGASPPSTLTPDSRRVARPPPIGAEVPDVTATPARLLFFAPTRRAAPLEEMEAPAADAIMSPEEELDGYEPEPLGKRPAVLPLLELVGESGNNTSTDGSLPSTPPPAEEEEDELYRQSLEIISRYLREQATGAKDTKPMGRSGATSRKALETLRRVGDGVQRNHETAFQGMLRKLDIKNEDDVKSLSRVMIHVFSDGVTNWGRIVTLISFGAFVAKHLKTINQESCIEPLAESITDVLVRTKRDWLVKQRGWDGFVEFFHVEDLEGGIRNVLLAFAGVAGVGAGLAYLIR
# MEX-5 binding – C. elegans MEX-5 TCR-2 RNA binding activity; AID 1832; actives 0.38% (n = 300,000); MEX-5/FITC-TCR2 RNA binding, fluorescence polarization; active compounds read low; activity score (negative = inhibition of binding), % at 10 µM; Q9XUB2;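 active means inhibition past about -25% in most replicates, and total fluorescence under double the plate's negative control median, limit read from the data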;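 further: 0% = DMSO and -100% = 5 µM competing unlabeled TCR2 RNA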
# Target sequence (Q9XUB2 whole entry, looked up): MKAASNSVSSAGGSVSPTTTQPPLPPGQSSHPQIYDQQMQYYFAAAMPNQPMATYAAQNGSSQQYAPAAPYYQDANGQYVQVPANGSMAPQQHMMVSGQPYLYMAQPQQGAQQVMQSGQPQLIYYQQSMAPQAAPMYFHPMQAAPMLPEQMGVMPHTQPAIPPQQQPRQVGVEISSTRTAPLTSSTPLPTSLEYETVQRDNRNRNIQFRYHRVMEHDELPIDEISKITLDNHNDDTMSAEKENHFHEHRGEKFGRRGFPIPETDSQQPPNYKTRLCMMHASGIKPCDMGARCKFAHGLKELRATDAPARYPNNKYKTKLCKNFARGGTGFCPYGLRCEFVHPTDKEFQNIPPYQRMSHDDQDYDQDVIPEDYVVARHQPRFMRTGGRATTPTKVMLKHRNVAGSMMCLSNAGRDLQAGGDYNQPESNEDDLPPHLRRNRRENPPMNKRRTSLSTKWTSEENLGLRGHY
# CIT2-GFP yeast – alters CIT2-GFP fluorescence in TOR pathway yeast screen; S. cerevisiae CIT2-GFP strain, flow cytometry, 3 h; 100 means same as DMSO wells; GFP response vs DMSO, % at 10 µM; actives 0.065% (n = 320,000); AID 2029;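 active means GFP response relative to DMSO above a set limit, near the screen mean plus 3 SD, cut at about 150% in these data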;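 further: ratio of well median GFP fluorescence to mean of DMSO wells on the plate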
# GLD-1 TGE inh – GLD-1-TGE RNA interaction inhibition (C. elegans). purified GLD-1 + fluorescein TGE RNA, fluorescence polarization. inhibition, % at 5.96 µM. actives 0.44% (n = 320,000). AID 2280;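 active means percent inhibition above a per-plate cutoff, the plate mean of test compounds plus 3 SD, cut at about 30% in these data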;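 further: 0% = DMSO wells with GLD-1 and probe and 100% = wells lacking GLD-1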
# CR mimetic SO – lowers age-related superoxide in aged yeast cells | actives 0.18% (n = 330,000) | S. cerevisiae aged cells, superoxide DHE fluorescence; active compounds read low | AID 2690 | superoxide response (% of plate mean), % at 10 µM;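 active means superoxide response under a set limit, about three screen SD below normal, cut at about 65% in these data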;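 further: yeast aged for seven days with compound at 30 °C before DHE staining; 100% = average MFI of all compound-treated wells on the plate with controls excluded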
# AGP1-GFP MLPCN – yeast TOR pathway AGP1-GFP modulation; S. cerevisiae AGP1-GFP multiplex flow cytometry, 3 h; GFP as percent of DMSO wells; GFP response vs DMSO, % at 10 µM; actives 0.02% (n = 320,000);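 active means GFP response relative to DMSO above a set limit, near screen average plus 3 SD, cut at about 150% in these data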;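 further: median GFP channel fluorescence of the gated AGP1 strain per well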
# VLA-4 inh – inhibition in a human VLA-4 binding assay; inhibition, % (about 7 µM as worked out from the volumes in the protocol); P13612; actives 0.2% (n = 330,000); VLA-4 expressing cells, ligand binding flow cytometry; in the data active means inhibition above about 50%
# * = called active by the depositor; i = inactive; / = no result given.
Compound,MEX-5 binding,MCL1-BIM inh,GRK2 inh,CR mimetic SO,GLD-1 TGE inh,VLA-4 inh,AGP1-GFP MLPCN,Bcl-xL primary,CIT2-GFP yeast
O=C(NC1(C(F)(F)F)NC(=O)N(CC2CCCCC2)C1=O)c1ccco1 (centres undefined),-3.3,-8,0,100,7,14,112,0,106
COc1ccc(-c2cn(-c3ccccc3)nc2CO)cc1,-2.0,-8,0,121,-6,6,81,1,91
C=CCOc1cccc(/C=C\c2nc(O)c([N+](=O)[O-])c(=O)[nH]2)c1,2.2,-4,2,103,1,7,101,7,96
Cc1cccc(C(=O)NNC(=O)c2cc3cc4ccccc4nc3s2)c1,1.6,1,1,107,4,-4,102,5,102
CC(=O)Nc1cccc(Oc2cnc3ccccc3n2)c1,0.4,2,0,106,2,-17,101,9,97
Cc1ccc(-c2nc3ccccc3nc2NN)cc1,-2.6,-12,0,94,7,-9,92,-17,88
Brc1ccccc1OCCCCCN1CCOCC1,3.0,4,0,95,7,39,100,2,105
COC(=O)C(NNc1ccccc1C)(NC(=O)c1ccc(F)cc1)C(F)(F)F (centres undefined),1.3,11,1,87,-1,-1,114,4,110
NC(=O)c1cc(N=Nc2c(N)[nH]n(-c3c(Cl)cc(Cl)cc3Cl)c2=O)ccc1Cl,-1.4,5,0,103,-4,8,96,12,95
CCOC(=O)C1=C(C)NC2=C(C(=O)C(C(=O)OCC)C(c3ccco3)C2)C1c1ccccn1 (centres undefined),1.3,10,/,91,8,-3,103,3,103
O=C(COC(=O)CCCN1C(=O)c2ccccc2C1=O)Nc1ncc(Cl)cc1Cl,-0.1,24,0,91,20,-11,57,24,120
COc1ccc(S(=O)(=O)N2CCN(Cc3cccc([N+](=O)[O-])c3)CC2)cc1,0.7,3,0,96,-4,-3,116,1,111
CN1C(=O)CC(N2CCN(c3ccccn3)CC2)C1=O (centres undefined),0.2,7,1,97,2,-8,96,8,/
CCOC(=O)c1c(NC(=O)COC(=O)CNC(=O)c2ccco2)sc(C(C)=O)c1C,1.4,-5,5,117,-2,9,101,1,92
Cn1ccnc1SCC(=O)c1ccc(Br)cc1,-1.1,10,4,87,-2,-22,97,-1,95
O=C(Nc1ccc(Br)cc1)C1C2C=CC3(O2)C1C(=O)N(CCN1CCCCC1)C3C(=O)NC1CCCCC1 (centres undefined),0.6,-3,0,98,4,-1,73,-1,92
Fc1ccccc1/C=N/N1CCN(Cc2ccccc2Cl)CC1,0.3,1,0,104,2,5,109,4,110
COc1ccc(C(C(=O)NCCC(C)C)N(CCO)C(=O)c2snc(C(N)=O)c2N)cc1OC (centres undefined),-0.5,0,0,104,-3,10,107,3,109
S=c1[nH]nc(-c2cc(-c3ccccn3)nc3ccccc23)o1,-11,-12,3,152,-2,-3,91,-16,87
COCCn1c(N)c(N(Cc2ccccc2)C(=O)c2ccc(C#N)cc2)c(=O)[nH]c1=O,1.0,8,0,110,-3,5,106,3,95
O=C1/C(=C/c2cccnc2)SC(=S)N1CCc1ccccc1,0.0,4,1,114,1,3,94,6,89
C[C@@H]1CN([C@H](C)CO)C(=O)Cc2cc(NS(=O)(=O)c3ccc(Cl)cc3)ccc2O[C@H]1CN(C)Cc1ccc(C(F)(F)F)cc1,/,/,2,94,10,-7,96,/,90
CCOCCCNC(=O)c1c(C)c(C(=O)OCC)n(C)c1C,-0.5,2,0,109,-1,-8,103,0,104
O=P(Cc1nnco1)(c1ccccc1)c1ccccc1,-1.7,7,2,97,1,8,90,0,94
Cc1ccccc1Oc1ncnc2oc(-c3ccccc3)cc12,5.8,-15,1,100,1,-6,28,-6,110
COC(=O)C1=C(C)NC(=O)/C1=C\c1cc(C)n(-c2ccccc2)c1C,0.8,5,1,109,3,28,98,4,91
CCc1ccc(NS(=O)(=O)c2ccc3[nH]cc(C(=O)NCC4CCCO4)c(=O)c3c2)cc1 (centres undefined),-0.7,4,4,104,-5,13,93,4,87
COc1cc(/C=C(/C#N)c2nc3ccccc3[nH]2)ccc1OCC(=O)Nc1ccccc1C(C)C,-0.9,-1,0,94,-3,-9,103,-5,104
Cc1ccc(N2C(=O)CC(Nc3ccc(Cl)c(S(=O)(=O)N(C)C)c3)C2=O)c(C)c1 (centres undefined),-0.5,-8,2,84,-4,9,101,-3,96
CC1CCN(CC2C(=O)O[C@@H]3C[C@@]4(C)CCC[C@H](C)C4=C[C@H]23)CC(C)(C)C1 (some centres undefined),-0.3,1,9,97,1,11,109,2,94
CCC(C)NC(=O)CCc1nnc2ccc(N3CCC(C)CC3)nn12 (centres undefined),0.3,1,2,103,1,8,76,-7,68
O=C(Nc1cccc(Cl)c1Cl)C1CCCO1 (centres undefined),1.6,2,1,105,6,28,101,4,101
O=C(O)CC(NC(=O)C1c2ccccc2Oc2ccccc21)c1ccc(OC2CCCC2)cc1 (centres undefined),-2.2,1,2,97,2,-4,114,7,114
O=C(O)/C=C\C(=O)NC1CCCCC1,-1.7,1,1,91,4,7,84,1,97
COc1ccc(C2CC(=O)n3nc(C45CC6CC(CC(C6)C4)C5)nc3S2)cc1OC (centres undefined),0.3,-12,2,102,5,2,98,0,83
CCC(=O)c1ccc(OCC(O)Cn2c(C)nc3ccccc32)cc1 (centres undefined),/,-1,5,109,6,1,102,0,/
O=C(Nc1ccc(C(=O)c2ccc(C(=O)O)c(C(=O)O)c2)cc1)c1ccccc1,0.5,3,1,97,-7,18,89,3,92
Cc1nc2c3ccccc3nc(SCC(=O)c3ccc(Cl)cc3)n2n1,3.6,-7,3,110,-2,-8,96,4,93
CCOC(=O)c1sc(NC(=O)CNCc2cccnc2)c(C(=O)OCC)c1C,2.1,9,0,108,0,18,103,3,98
CN1C(=O)/C(=C\c2ccc(-c3ccccc3)o2)SC1=S,-2.7,-27,25,86,-7,i,99,-17,103
Cc1ccc(S(=O)(=O)N2CCCC(C(=O)NCCc3ccc4c(c3)OCO4)C2)cc1 (centres undefined),-0.8,3,0,104,-3,4,/,7,113
O=C(Nc1cccc2ccccc12)c1ccc(Cn2cc(Cl)cn2)cc1,-2.1,-7,0,95,-1,7,88,-3,73
COc1ccc(Cl)cc1S(=O)(=O)N1CCC(C(=O)NCc2ccccn2)CC1,0.4,10,0,85,3,-13,111,6,109
CCc1cc2cc(C)ccc2nc1SCC(=O)NC1CCCC1,0.8,6,0,107,2,2,105,-1,105
O=C(NCc1ccco1)c1cc(-c2cccs2)nc2ccccc12,-4.3,5,0,87,7,-4,90,5,89
CCC(=O)Nc1cc(C(C)(C)C)ccc1C(C)=O,1.5,6,0,100,9,-9,92,8,87
O=C(c1cccc(NC2=NC3CS(=O)(=O)CC3S2)c1)N1CCN(c2ccc(F)cc2)CC1 (centres undefined),0.5,11,0,106,2,-7,83,4,86
O=S(=O)(NCC(c1cccnc1)N1CCOCC1)c1cccs1 (centres undefined),-2.5,4,0,93,1,1,102,7,96
CC1Cc2ccccc2N1CC(=O)Nc1ccc2c(c1)OCCCO2 (centres undefined),/,2,0,108,4,19,92,3,90
Cc1ccc(-c2nc(CS(=O)CC(=O)NCCN3CCCCC3C)c(C)o2)cc1 (centres undefined),0.3,-4,0,137,-3,2,99,3,100
Cc1nc(=S)c2c([nH]1)-c1ccccc1CC21CCCCC1,1.0,0,2,107,-7,7,104,-1,94
O=C(O)CCn1c(-c2ccccc2)cc2c1CCCC2=O,-0.1,11,0,97,2,9,108,6,99
CC(C)COc1cccc(C(=O)NC2(C)CCS(=O)(=O)C2)c1 (centres undefined),0.3,6,1,97,-3,-4,97,2,105
CCn1c(C)nc2cc(C(=O)N/N=C/c3cccc(O)c3O)ccc21,-0.9,10,1,90,8,21,102,4,99
CCCCN(CC)C(=O)CSc1nc2n[nH]c(C)c2c(=N)n1-c1cccc(C)c1,0.8,3,0,90,-4,13,102,3,98
CCCNCc1cc(Cl)c(OCC)c(Cl)c1,-0.5,10,0,87,4,15,104,2,99
Cc1cc(Cl)cc2c(N=Nc3ccccc3C(=O)O)c(O)[nH]c12,-1.3,9,7,112,-2,-3,94,13,99
CCc1ccc(CC2(O)CC(C)N(C)CC2C)cc1 (centres undefined),0.7,-3,0,112,3,13,102,4,100
COc1ccc(Br)cc1CN(C)C(=O)c1ccncc1,-0.1,2,7,108,-2,24,103,4,101
CC(C)N1CCC(=NNC(=O)c2ccccc2[N+](=O)[O-])CC1,-0.4,3,0,107,8,0,100,3,105

# (further entries)
Compound,MEX-5 binding,MCL1-BIM inh,GRK2 inh,CR mimetic SO,GLD-1 TGE inh,VLA-4 inh,AGP1-GFP MLPCN,Bcl-xL primary,CIT2-GFP yeast
CC(C)(C)c1ccc(-c2nc3c(C#N)c(-c4ccc5c(c4)OCO5)ccn3n2)cc1,-1.5,3,5,107,0,20,101,3,97
Cc1ccc(NC(=O)c2cc(C)nc3ccccc23)c(C)c1,1.6,7,2,90,5,6,98,3,99
O=C1N[C@@H](c2ccccc2)COC(=O)[C@H](Cc2ccc(F)cc2)CC/C=C/C[C@@H]1CC(=O)N(CCO)Cc1ccccc1,/,/,3,120,7,1,94,/,83
CCOc1ccccc1-c1noc(CCC(=O)Nc2cccnc2)n1,-0.8,3,0,91,-1,-12,68,7,89
O/N=C/c1ccc(OCc2ccccc2)c(Cl)c1,-0.4,10,2,91,-8,-8,89,2,89
CN(CC(=O)Nc1ccc(Cl)cc1)Cc1cc(=O)n2ccsc2n1,1.1,-1,0,104,7,4,106,0,106
CC(=O)Nc1ccc(NC(=O)/C=C/c2ccccc2)cc1,-1.1,-2,2,70,3,0,96,5,92
CCc1ccc(OC)c(S(=O)(=O)N2CCN(C(=O)c3ccco3)CC2)c1,1.8,14,0,98,1,7,98,6,102
CCOC(=O)N1CCC(NC(=O)C(Cc2ccccc2)NC(=O)c2ccco2)CC1 (centres undefined),-1.5,10,0,95,5,42,99,9,97
CC(C)(C)C(=O)Nc1cc(S(=O)(=O)Nc2ccc(Cl)cc2)ccc1Cl,1.1,-2,1,98,2,8,99,9,99
CCN(CC)S(=O)(=O)c1cccc(NC(=S)NC(=O)/C=C/c2ccc(S(=O)(=O)N3CCOCC3)cc2)c1,4.2,9,0,113,9,7,105,6,104
Cc1cc(C)c(C#N)c(SCC(=O)Nc2ccc(S(=O)(=O)Nc3ncccn3)cc2)n1,-1.3,6,2,/,9,-4,94,4,104
O=C1NC(=Nc2ccccc2Cl)S/C1=C\c1cccc([N+](=O)[O-])c1,-10,-3,0,97,10,-9,71,-1,79
Cc1ccc(N2C(=O)CS/C2=N\C(=S)Nc2ccccc2)cc1,1.3,4,4,130,-2,-7,101,4,97

# Reprinted from the listing for reference:
Compound,MEX-5 binding,MCL1-BIM inh,GRK2 inh,CR mimetic SO,GLD-1 TGE inh,VLA-4 inh,AGP1-GFP MLPCN,Bcl-xL primary,CIT2-GFP yeast
CC(C)(C)c1ccc(-c2nc3c(C#N)c(-c4ccc5c(c4)OCO5)ccn3n2)cc1,-1.5,3,5,107,0,20,101,3,97
Cc1ccc(NC(=O)c2cc(C)nc3ccccc23)c(C)c1,1.6,7,2,90,5,6,98,3,99

# Assay outcomes deposited in PubChem BioAssay by several laboratories.
